# TcdB GH inh = TcdB glycohydrolase inhibition | 350,000 compounds, 0.24% hits | AID 652162 | inhibition, % at 9.99 µM | P18177 | TcdB glycohydrolase enzymatic assay, plate reader; in the data active = inhibition above about 10%
# CCHF vOTU inh = blocks the CCHF virus ovarian tumor domain protease. inhibition, % at 11.5 µM. CCHFV vOTU protease, Pep-AMC fluorescence. 370,000 compounds, 0.55% hits; in the data active = inhibition above about 30%; note: 0% = vehicle wells with enzyme and 100% = no enzyme wells
# BoNT F protease = inhibitors of Botulinum neurotoxin F light chain protease; Multiplex microsphere protease cleavage assay, flow cytometry; inhibition, % at 10 µM; 360,000 compounds, 0.22% hits; in the data active = inhibition above about 35%, passing the limit was not always enough; inconclusive = no clear call, values can overlap the other calls; note: plate controls were buffer without enzyme for full effect and enzyme alone for no effect
# Y pestis TopoI = Y. pestis Topo-I inhibition via cleavage products; activity, % at 10 µM; 360,000 compounds, 0.064% hits; Y. pestis Topo-I cleavage product accumulation, plate reader; in the data active = activity above about 50%, passing the limit was not always enough; inconclusive = no clear call, values can overlap the other calls; note: inactives centre near 2
# Anthrax LF prot = blocks Bacillus anthracis lethal factor protease | multiplex microsphere protease cleavage assay, LF | P15917 | inhibition, % at 10 µM | 360,000 compounds, 0.12% hits; note: plate controls were buffer without enzyme for full effect and enzyme alone for no effect
# PfHsp40 rescue = rescue of PfHsp40-mediated yeast toxicity; S. cerevisiae expressing PfHsp40, growth rescue, ATP luminescence; growth rescue, % at 12.5 µM; 340,000 compounds, 0.68% hits; in the data active = growth rescue above about 28%, passing the limit was not always enough; inconclusive = no clear call, values can overlap the other calls;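 note: yeast W303a lacking pdr1 and pdr3 grown in galactose medium; growth measured after three days at 30 °C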
# BoNT A protease = blocks Botulinum neurotoxin A light chain protease | multiplex microsphere protease substrate cleavage, flow cytometry | AID 588499 | inhibition, % at 10 µM | 360,000 compounds, 0.17% hits; note: plate controls were buffer without enzyme for full effect and enzyme alone for no effect
# FadD28 FP inh = blocks FadD28 binding to the bisubstrate probe | inhibition, % at 12.5 µM | fluorescence polarization | 360,000 compounds, 0.22% hits; in the data active = inhibition above about 8.5%, passing the limit was not always enough; inconclusive = no clear call, values can overlap the other calls
# PrPC surface inh = inhibitors of human cell surface prion protein PrPC; AID 720596; inhibition, % at 13.8 µM; 370,000 compounds, 0.43% hits; TR-FRET read-out; in the data active = inhibition above about 24%; note: 0% = median of the test wells and 100% = reference compound wells
# Starred values were filed as active, the others as inactive; ? = inconclusive; / = not tested or not shown. Cut-off read from the data, not from the text of the source, unless noted: active = inhibition above about 30%; inconclusive = no clear call, values can overlap the other calls; inactive = below that. Hits appear at their usual frequency. About 2.3% of those tested had a hit in this group.
SMILES,TcdB GH inh,CCHF vOTU inh,BoNT F protease,Y pestis TopoI,Anthrax LF prot,PfHsp40 rescue,BoNT A protease,FadD28 FP inh,PrPC surface inh
CCN(CC)CCN1C(=O)C(=O)/C(=C(/O)c2ccc(F)cc2)C1c1cccnc1 (stereo not given),1.7,4,-6,-3,-2,0.1,-0.8,-0.6,-3
Cc1ccc(/C=C2\CCC(C3CCCC3)C2=O)cc1 (stereo not given),/,2,-12,17,-5,-0.9,0.1,-0.3,5
CC(NS(C)(=O)=O)C(c1cccs1)N1CCN(C)CC1 (stereo not given),/,0,2,5,-3,-0.8,-0.3,-1.5,2
O=C1Nc2cc(C(=O)NCCCN3CCCC3)ccc2S/C1=C\c1ccccc1,2.0,17,-11,-12,-5,1.6,-1.2,-15,-11
COc1ccc(NC(=O)Nc2ccccc2F)cc1,-1.6,2,-3,-5,2,-2.6,-2.0,0.9,7
Cc1ccc(S(=O)(=O)N2CCCCC2)cc1NC(=O)CSc1nccn1C,-2.4,-11,2,13,-4,-0.3,0.0,0.0,-2
CCCCN(C(=O)c1cccs1)c1c(N)n(Cc2ccccc2)c(=O)[nH]c1=O,-3.7,22,2,-7,-4,1.1,-0.1,-1.6,7
CC1CCN(CCOc2ccccc2-c2ccccc2)CC1,/,8,6,0,-1,-1.4,0.1,-4.2,-4
Cc1cc2c(cc1S(=O)(=O)Nc1c(C)cccc1C)n(C)c(=O)c(=O)n2C,0.8,7,-8,-2,-3,1.8,-0.7,-0.8,-1
O=S(=O)(NCCOc1ccccc1Cl)c1ccc2oc3ccccc3c2c1,/,4,3,21,-4,3.9,0.1,-9.0,-2
COc1ccc(-c2nc(NC(C)=O)sc2-c2ccc(OC)cc2)cc1,/,12,0,24,-4,6.4,-0.1,1.8,6
Cc1ccccc1/C=N/NC(=O)c1sccc1C,/,2,-2,1,1,-1.2,-0.5,-1.3,5
Cc1noc(C(=O)N(C)c2ccccc2)c1Cl,-3.3,0,-2,-9,2,-1.0,4.1,-3.3,-2
COc1ccc2cc(CCNC(=O)c3ccc(Br)o3)c(=O)[nH]c2c1,2.1,6,-9,5,-5,0.1,-0.9,-4.3,7
CN1CCC(O)(c2ccccc2)C2CCCC21 (stereo not given),2.8,6,-10,-2,-3,-0.1,0.4,-1.3,-2
COc1ccc(-c2nnc(SCc3ccccc3F)o2)cc1OC,/,12,-12,36,-1,2.9,-0.1,-1.5,-2
CCCC(=O)N1CCC1(C)C(=O)Nc1ccccc1-c1ccccc1 (stereo not given),0.6,-13,-10,-11,-1,/,-0.2,-2.6,4
CCOc1ccc(NC(=O)NCCN2C(C)CCCC2C)cc1 (stereo not given),/,22,-1,6,0,-1.7,-1.4,-2.1,-7
COc1cccc(OC)c1C(=O)OCC(=O)NCCNC(=O)COC(=O)c1c(OC)cccc1OC,-11,-3,-6,-3,3,/,-0.1,-3.8,-3
CCOC(=O)C1(CCOc2ccccc2)CCN(Cc2ccc(O)c(OC)c2)CC1,0.4,-5,19,12,-6,-0.9,-0.6,0.3,-8

# As a short view, part of the list above.
SMILES,TcdB GH inh,CCHF vOTU inh,BoNT F protease,Y pestis TopoI,Anthrax LF prot,PfHsp40 rescue,BoNT A protease,FadD28 FP inh,PrPC surface inh
CCN(CC)CCN1C(=O)C(=O)/C(=C(/O)c2ccc(F)cc2)C1c1cccnc1 (stereo not given),1.7,4,-6,-3,-2,0.1,-0.8,-0.6,-3
Cc1ccc(/C=C2\CCC(C3CCCC3)C2=O)cc1 (stereo not given),/,2,-12,17,-5,-0.9,0.1,-0.3,5
CC(NS(C)(=O)=O)C(c1cccs1)N1CCN(C)CC1 (stereo not given),/,0,2,5,-3,-0.8,-0.3,-1.5,2

# (further entries)
SMILES,TcdB GH inh,CCHF vOTU inh,BoNT F protease,Y pestis TopoI,Anthrax LF prot,PfHsp40 rescue,BoNT A protease,FadD28 FP inh,PrPC surface inh
Cc1cc(NC(=O)COC(=O)C2CC(=O)N(c3ccccc3)C2)no1 (stereo not given),-0.6,-1,4,10,-6,0.9,1.8,-2.5,-2
COCCN(CCOC)S(=O)(=O)c1ccc(C(=O)Nc2nc(C)c(C(C)=O)s2)cc1,1.0,-10,2,-7,-1,0.1,-0.2,-2.7,0
COc1ccc(OCc2nn3c(Cn4cnc5ccccc54)nnc3s2)cc1,/,1,-2,4,-5,2.3,-1.8,-2.8,4
Cc1nc2ccccc2c(=O)n1-c1cccc([N+](=O)[O-])c1,-0.8,7,?,12,-5,1.3,-5.0,-4.1,-4
COc1ccc(NC(=O)C2CCCN(c3nn4c(=O)cc(C)nc4s3)C2)c(OC)c1 (stereo not given),1.4,9,0,-6,3,0.4,2.3,0.1,0
CC(C)c1ccccc1-n1c(SCC(=O)N2CCc3ccccc3C2)nc2ccccc2c1=O,-0.2,25,-5,24,-1,1.0,-0.2,-8.8,34*
CCC(c1n[nH]c(=S)n1-c1ccccc1)N(C)C (stereo not given),0.6,1,-4,-8,-2,-2.1,-0.3,-1.7,-5
CCN=c1scc(-c2ccccc2)n1/N=C/c1ccccn1,/,/,-4,26,-3,0.8,-0.2,-1.5,/
Cc1cccc2cc(COC(=O)c3cccs3)c(=O)[nH]c12,/,1,4,1,-1,0.8,0.3,-3.0,2
O=C(CN(Cc1ccco1)C(=O)CCC(=O)Nc1ccccn1)NCc1ccccc1,1.6,18,0,10,-2,-0.8,-0.1,-0.6,-8
CS(=O)(=O)N1CCCC(C(=O)Nc2c(F)cccc2F)C1 (stereo not given),0.7,-15,?,-1,3,0.3,-0.3,-0.8,2
Cc1cc(NC(=O)c2cccnc2)ccc1Br,1.5,-11,11,-3,18,-1.5,-1.9,-5.0,-8
COCc1cc(=O)[nH]c2cc(NC(=O)C(C)(C)CCl)c(C)cc12,/,4,-4,6,1,1.0,0.5,-1.2,-2
Cn1c(=O)n(Cc2ccc(Cl)cc2)c2ccccc21,2.0,-2,-9,21,-2,1.8,-0.8,-0.2,-16
O=C(O)CCCC(=O)N1N=C(c2ccccc2)CC1c1ccc2c(c1)OCO2 (stereo not given),-1.2,0,23,-2,-9,1.5,-0.3,-0.3,5
O=C(COC(=O)CNC(=O)c1ccccc1F)Nc1nnc(-c2ccccc2)o1,0.6,0,-6,2,0,0.4,4.0,-3.8,-1
CC(C)Nc1nc(NC(C)C)nc(SCC(N)=O)n1,1.4,12,-2,2,-1,0.9,0.0,0.8,-5
CC(C)Oc1ccc(/C=N/NC(N)=S)cc1,/,9,-6,-6,0,0.2,-0.2,0.9,-2
O=C(NCc1ccccn1)c1ccc2ccccc2n1,1.5,-7,-8,-7,-5,-1.9,-0.7,-3.7,-9
Cc1cnc(C(=O)OCC(=O)Nc2ccc(C)c(S(=O)(=O)N3CCCCC3)c2)cn1,-0.2,-1,0,-1,-2,-1.7,-0.2,-1.8,-4
O=C(CCNc1ccc(F)cc1)c1ccco1,/,-3,0,1,-4,3.5,0.4,-4.5,2
O=C(c1ccc(-c2ccccc2)cc1)C1CCCN(C(=O)Cn2cncn2)C1 (stereo not given),1.2,2,-8,14,-5,-0.1,-0.2,-3.4,-1
O=S(=O)(NCCO)c1ccc2c(c1)Cc1cc(S(=O)(=O)NCCO)ccc1-2,0.1,-10,3,6,-15,-0.8,0.2,-0.1,-2
COc1ccccc1/C=C1/C(=O)N(c2cc(C)cc(C)c2)C(c2cccc([N+](=O)[O-])c2)S1(=O)=O (stereo not given),/,-5,-3,2,-4,-0.3,-1.2,-0.3,6
NC(=O)CCN1CCN(Cc2nc(C(c3ccccc3)c3ccccc3)no2)CC1,0.7,-3,-4,0,-2,-0.2,-0.3,-3.9,3
CCOC(=O)C(Cc1ccccc1)C(=O)Nc1ccc(N(CC)CC)cc1 (stereo not given),/,13,-2,11,-3,-1.2,-0.4,-2.4,-6
Cc1ccc(NNC(=O)c2ccno2)cc1Cl,73*,-17,8,-7,2,?,-3.8,-1.4,15
COc1ccc(/C=C/C(=O)c2ccccc2O)cc1CN1CCOCC1,/,/,?,1,3,-0.3,0.5,-1.5,/
COc1cc(C(=O)NNC2=NC(C)(C)Cc3cc(C)c(C)cc32)cc(OC)c1OC,0.3,10,2,1,0,1.1,0.0,0.6,-5
Cc1ccc(C(C)C)cc1S(=O)(=O)NC1CC(C)(C)NC(C)(C)C1,1.8,-1,?,-12,-12,-0.1,0.5,0.9,-8

# As entered above.
# `COc1ccc(/C=C/C(=O)c2ccccc2O)cc1CN1CCOCC1` – FadD28 FP inh: -1.5
# `CCOC(=O)C(Cc1ccccc1)C(=O)Nc1ccc(N(CC)CC)cc1` (stereo not given) – PfHsp40 rescue: -1.2

# More compounds:
SMILES,TcdB GH inh,CCHF vOTU inh,BoNT F protease,Y pestis TopoI,Anthrax LF prot,PfHsp40 rescue,BoNT A protease,FadD28 FP inh,PrPC surface inh
Nc1cc(=O)[nH]c(SCc2ccccc2Cl)n1,-0.1,-10,-11,-12,9,1.2,-2.6,-2.4,1
COCc1[nH]nc2c1C(C1C=CCCC1)C(C#N)=C(N)O2 (stereo not given),/,-12,-15,-2,0,-0.2,-1.1,0.1,-5
CCC(C)(C)n1nnnc1C(CC(C)C)N1CCC(C(N)=O)CC1 (stereo not given),/,6,-5,-3,3,-0.1,-0.1,2.3,7
CS(=O)(=O)N1CCc2ccccc2C1,/,16,-1,-1,-1,0.3,-0.2,-2.3,-2
COc1cccc(CNC(=O)c2cccc(S(=O)(=O)N3CCN(Cc4ccccc4)CC3)c2)c1,0.9,1,0,37,-6,-1.4,-0.8,-4.6,-10
COc1ccc(NC(=O)CN(C)C(=O)c2cc(S(=O)(=O)N3CCCCCC3)ccc2OC)cc1,5.9,-3,?,20,-2,-1.1,-0.4,0.3,-2
FC(F)(F)c1nc(-c2ccncc2)ncc1-c1nnnn1-c1ccccc1,/,-2,3,-7,0,2.7,0.0,-3.8,-6
CSc1ccccc1C(=O)C1CCCN(C(=O)c2cncs2)C1 (stereo not given),1.1,2,8,-7,-2,0.1,2.9,-5.1,3
Cc1csc(NC(=O)CSc2nnc(CCNC(=O)c3ccc(Cl)c(Cl)c3)n2C)n1,/,9,0,4,3,-0.9,-0.5,-1.3,0
Cc1nn(C(C)C(=O)NNC(=S)Nc2ccc(F)cc2)c(C)c1[N+](=O)[O-] (stereo not given),/,7,-1,-7,-1,1.0,-2.1,-3.4,2
CCOc1ccccc1CN1CCN(Cc2ccon2)CC1CCO (stereo not given),2.4,-1,3,2,-6,-1.0,-1.9,-2.4,-8
O=C1CC(C(=O)N2CCN(Cc3ccccc3)CC2)CN1Cc1ccccc1 (stereo not given),0.2,8,-28,1,-5,-0.7,-12,-1.5,-6
O=C(Oc1ccc(/C=N/NC(=O)c2ccccn2)cc1)c1cccc(F)c1,-1.5,-14,3,8,0,0.1,-0.5,-1.2,-1
Cc1ccc(S(=O)(=O)N2C[C@H]3[C@H]4C(=O)N(c5ccccc5)C(=O)[C@H]4C[C@H](OC(=O)Nc4cccs4)[C@@]3(O)C2)cc1,1.6,6,-6,1,4,/,0.3,1.3,4
CN1C(=O)c2cccc3c(S(=O)(=O)Nc4ccccc4F)ccc1c23,-0.1,4,8,1,-12,-0.1,-2.8,-3.2,-19
CC(=O)c1cccc(NC(=O)CCOc2ccccc2)c1,/,7,-3,-5,0,0.3,0.1,0.0,15
CCN(CC)CCCNC(=O)c1ccc(C)c(NC(=O)C2=C(C)OCCS2)c1,-9.2,-2,-19,-1,-8,0.0,-1.2,/,1
Cc1cccc(OCC(=O)O/N=C(\N)Cc2ccc(Cl)cc2)c1,/,5,-23,21,0,-0.1,-0.1,1.6,7
CC1CCC(NC(=O)CN2C(=O)c3ccccc3S2(=O)=O)CC1 (stereo not given),-0.9,12,/,-2,/,-1.6,/,-2.9,8
COc1ccc(-c2cc(C(F)F)n3ncc(C(=O)N4CCc5ccccc5C4)c3n2)cc1,1.0,-29,4,26,0,4.2,1.9,-5.0,2

# High-throughput results as filed in PubChem BioAssay.
